Assay outcomes (PubChem BioAssay)
TNAP inh hi DEA = blocks human TNAP under high phosphate acceptor concentration; 0.03% of 200,000 active; purified TNAP, CDP-star luminescence, 1 M DEA; inhibition, % at 20 µM; P05186;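 active = over 50% inhibition of tissue-nonspecific alkaline phosphatase at 20 µM in the single-dose screen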;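 also: plate controls were DMSO wells for no effect and EDTA-quenched wells as full inhibition for full effect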
Diaphorase inh = counter-screen for diaphorase-based assays: diaphorase inhibitors and chemical oxidizers. diaphorase resazurin-to-resorufin fluorescence, NADH, 16 min; bacterial (C. kluyveri) enzyme, not human. inhibition, % at 20 µM. 0.69% of 190,000 active;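 active = primary screen inhibition at 20 µM above a set limit, cut at about 50% in these data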;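 also: plate controls were DMSO with full reaction for no effect and wells lacking NADH for full effect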
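Test system: Clostridium kluyveri diaphorase enzyme / Quantity: diaphorase at 0.14 U/mL in enzyme working solution / Incubation: 16-min room-temperature incubation before reading / Benchmarks: NADH-free wells as positive control, DMSO-only neutral wells / Signal: resorufin fluorescence 544/590 nm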
Diaph act CS = activates diaphorase or chemically reduces, flagging diaphorase assay artifacts; 0.005% of 190,000 active; Diaphorase/resazurin coupled assay, resorufin fluorescence, 16 min; hits give high values; 1 = vehicle wells, 0 = NADH-free wells; AID 1229; activation factor at 20 µM;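 active = diaphorase activity raised at least twofold by the compound at 20 µM; inactive = activation factor below 2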
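Material: purified diaphorase enzyme from Clostridium kluyveri / Medium: HEPES pH 7.4 buffer with MgCl2 and Tween 20 / Schedule: enzyme reaction of 16 min at room temperature / Measured by: resorufin fluorescence, excitation 544 nm, emission 590 nm / Evaluation: rise in resorufin formation, marking diaphorase activation or chemical reduction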
PMI act = phosphomannose isomerase (human) activation; 0.005% of 190,000 active; P34949; purified human PMI, coupled resazurin fluorescence, 20 min; hits give high values; 1 = vehicle control, 0 substrate-free wells; AID 1214; activation factor at 20 µM;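 active = activation factor of 2 or more at 20 µM, relative to plate controls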
Target sequence (P34949 whole entry, looked up): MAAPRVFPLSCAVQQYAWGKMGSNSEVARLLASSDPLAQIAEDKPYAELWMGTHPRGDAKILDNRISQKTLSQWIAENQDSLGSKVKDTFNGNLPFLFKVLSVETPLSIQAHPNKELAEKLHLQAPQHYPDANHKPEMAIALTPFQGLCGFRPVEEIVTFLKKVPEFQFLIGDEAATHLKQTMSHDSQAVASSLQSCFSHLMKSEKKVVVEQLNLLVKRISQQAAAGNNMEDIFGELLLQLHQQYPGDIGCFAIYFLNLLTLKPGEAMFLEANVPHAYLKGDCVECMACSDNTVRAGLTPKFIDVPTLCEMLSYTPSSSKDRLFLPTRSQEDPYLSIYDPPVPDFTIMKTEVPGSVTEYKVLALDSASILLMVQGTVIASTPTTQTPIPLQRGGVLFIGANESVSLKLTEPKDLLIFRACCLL
TNAP inh no acc = TNAP (human) inhibition, acceptor-free conditions | purified TNAP, CDP-star luminescence, 30 min | inhibition, % at 20 µM | 0.26% of 200,000 active;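 active = tissue-nonspecific alkaline phosphatase inhibition above about 50% at 20 µM in the single-dose screen, limit read from the data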;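 also: 0% = DMSO negative control and 100% = EDTA positive control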
PMI act hi M6P = activators of human phosphomannose isomerase at near-saturating mannose 6-phosphate; activation factor at 20 µM; P34949; coupled PMI enzyme assay, resazurin fluorescence, 20 min; hits give high values; 1 = untreated enzyme, 0 = substrate-free blank; 0.34% of 190,000 active;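 active = activation factor of 2 or more at 20 µM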
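Material: human phosphomannose isomerase with PGI, G6PDH, diaphorase coupling enzymes; amount: PMI at 15 ng/mL final; also added: Mannose-6-phosphate 1.0 mM (near-saturating) plus 0.22 mM NADP+; incubation: enzyme reaction with compound 20 min at room temperature; signal: resorufin fluorescence (Ex 544/Em 590 nm) from resazurin via diaphorase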
FLuc act counter = affects firefly luciferase, flagging false hits in luciferase stimulation screens; ATPlite luciferase biochemical, luminescence, 10 min; 0 = ATP-free wells, 1 = DMSO control; 200,000 tested, under 10 active; P08659; activation factor at 10 µM;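 active = luciferase activation factor, scaled between plate controls, of at least 2 with compound at 10 µM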
Target sequence (P08659 whole entry, looked up): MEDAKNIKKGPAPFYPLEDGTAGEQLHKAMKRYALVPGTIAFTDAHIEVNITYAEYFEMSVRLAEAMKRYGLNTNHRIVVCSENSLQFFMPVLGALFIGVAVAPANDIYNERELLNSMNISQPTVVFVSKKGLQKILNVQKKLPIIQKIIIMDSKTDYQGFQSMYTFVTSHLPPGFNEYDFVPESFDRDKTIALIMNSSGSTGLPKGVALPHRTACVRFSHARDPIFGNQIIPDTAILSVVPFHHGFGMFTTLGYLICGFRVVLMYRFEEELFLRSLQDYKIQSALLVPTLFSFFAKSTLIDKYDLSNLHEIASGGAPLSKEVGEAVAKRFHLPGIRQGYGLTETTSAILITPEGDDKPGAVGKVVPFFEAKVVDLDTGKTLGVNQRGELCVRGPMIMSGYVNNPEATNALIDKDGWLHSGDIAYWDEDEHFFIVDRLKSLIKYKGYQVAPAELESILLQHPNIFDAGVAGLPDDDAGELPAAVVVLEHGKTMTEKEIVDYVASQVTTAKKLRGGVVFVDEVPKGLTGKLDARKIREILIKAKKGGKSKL
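System: luciferase plus luciferin reagent, cell-free; medium: PBS as buffer for the ATP substrate; dosing: test compounds dosed from 2 mM stocks in 100% DMSO; timing: 10 min post-reagent at room temperature; measured by: luminescence measurement of luciferase light output; evaluation: luciferase activation, seen as luminescence increase over controls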
TNAP act hi DEA = TNAP (human) activation, high acceptor. P05186. purified TNAP, CDP-star luminescence, 1 M DEA, 30 min; hits give high values; 0 = EDTA background, 1 = DMSO-only activity. activation factor at 20 µM. 200,000 tested, under 10 active. AID 1136;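 active = activation factor at least 2 at 20 µM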
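Dosing: 20 µM single point. System: human TNAP. Amount: TNAP 1/800 final. Incubation: 30 min, room temperature. Read-out: TNAP activation factor scaled between EDTA and DMSO control wells. Signal: luminescence from CDP-star hydrolysis. Medium: 1 M DEA, pH 9.8, Mg2+, Zn2+. Control set: EDTA negative control, DMSO positive control.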
HMGR II inh = inhibitors of class II HMG-CoA reductase from Enterococcus faecalis; purified E. faecalis HMGR, NADPH absorbance 340 nm kinetic; 0.41% of 190,000 active; inhibition, % at 10 µM;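 active = inhibition above a set limit, the median over all tested compounds plus 3 SD, cut at about 9.5% in these data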;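 also: enzyme runs in reverse so mevalonate oxidation gives rising NADPH absorbance; 0% = complete reaction with DMSO and 100% = background rate lacking mevalonate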
G6PDH counter = counter-screen for G6PDH assay hits: L. mesenteroides G6PDH inhibition; Purified L. mesenteroides G6PDH, diaphorase/resazurin coupled fluorescence, 45 min; inhibition, % at 5 µM; 0.12% of 200,000 active; in the data active = inhibition above about 50%
* = called active by the depositor; / = no result given.

A first look:
Values in the order – TNAP inh hi DEA	Diaphorase inh	Diaph act CS	PMI act	TNAP inh no acc	PMI act hi M6P	FLuc act counter	TNAP act hi DEA	HMGR II inh	G6PDH counter
CC(=O)Oc1oc(-c2ccccc2)nc1C=Nc1ccccc1
 : -4	2	1	1.1	4	1.1	1.1	1	-4	5
CN(C)c1ccc(/C=C/c2ccncc2)cc1
 : -4	6	0.9	1	-5	1.1	0.9	1	3	8

The listing, from the first entry:
Values in the order – TNAP inh hi DEA	Diaphorase inh	Diaph act CS	PMI act	TNAP inh no acc	PMI act hi M6P	FLuc act counter	TNAP act hi DEA	HMGR II inh	G6PDH counter
CC(=O)Oc1oc(-c2ccccc2)nc1C=Nc1ccccc1
 : -4	2	1	1.1	4	1.1	1.1	1	-4	5
CN(C)c1ccc(/C=C/c2ccncc2)cc1
 : -4	6	0.9	1	-5	1.1	0.9	1	3	8
O=C(NCc1ccccc1F)C1CCN(C(=O)NCc2ccccc2)CC1
 : -6	13	0.9	1	-10	1	1.1	1.1	1	-7
Cc1cc(Nc2ncc(Cl)cc2Cl)n[nH]1
 : -6	10	0.9	0.9	-18	0.9	1	1.1	-2	4
COc1cccc(C2c3c(oc4cc(C)c(C)cc4c3=O)C(=O)N2CCCN(C)C)c1 (stereo unspecified)
 : -2	6	0.9	1	-9	0.9	1.1	1	2	2
CCN1C(=O)CC(N2CCN(c3ccc(C(=O)c4ccccc4)cc3)CC2)C1=O (stereo unspecified)
 : -5	-12	1.1	1.1	3	1.1	1	1.1	-11	11
CC12CN3CC(C)(CN(C1)C3c1c[nH]c3ccccc13)C2=O (stereo unspecified)
 : -1	8	0.9	1	-3	1	1.1	1	4	8
Cc1ccccc1OCC(O)Cn1c(N2CCN(c3ccccc3)CC2)nc2c1c(=O)[nH]c(=O)n2C (stereo unspecified)
 : 3	2	1	1.1	3	1.1	1	1	-7	-10
O=C(Cc1ccc(F)cc1)NC1CCCC1
 : 0	-7	1.1	1	6	1	1	1	-4	-1
CCOc1ccc(S(=O)(=O)N(C)c2ccc(OCC(=O)Nc3nc(-c4cc(OC)ccc4OC)cs3)cc2)cc1
 : -4	28	0.7	0.8	-11	0.9	1.1	1	-9	-43
O=[N+]([O-])c1ccc(N2CCN(S(=O)(=O)c3ccc(Cl)cc3)CC2)cc1NCc1cccnc1
 : 2	23	0.8	0.9	-1	0.9	1.1	1	-5	-68
COc1ccc(-c2cc(C(=O)NC(Cc3c[nH]c4ccccc34)C(=O)O)c(C)o2)cc1OC (stereo unspecified)
 : 2	9	0.9	1.2	-13	1.4	1	1	-6	7
Cc1noc(C)c1COC(=O)c1cc(C)n(-c2ccccc2)c1C
 : -2	23	0.8	0.9	-9	0.8	1	1	-3	19
CC(C)N1C(=O)CSC1c1ccc(Br)cc1 (stereo unspecified)
 : -3	-10	1.1	1	-15	1	1	1	-5	6
O=C(O)c1ccccc1C(=O)N1CCN(c2cccc(Cl)c2)CC1
 : 0	-4	1	1.1	-10	1.2	1	1	0	-3
O=C(Nc1cccc(F)c1)C1CC(=O)N(c2ccc(Br)cc2)C1 (stereo unspecified)
 : -1	14	0.9	0.9	-6	0.9	1	1	-7	-2
Nc1ncnc2c1cnn2-c1ccccc1
 : -8	11	0.9	1	-18	1	1	1.1	-2	6
CCOCCCn1c(=N)c(C(N)=S)cc2c(=O)n3cccc(C)c3nc21
 : 11	8	0.9	1.4	14	1.8	1	0.9	-5	-34
Cc1cc(C)nc(N2N=C(CSc3ccc(Cl)cc3)CC2=O)n1
 : 4	17	0.8	0.9	0	0.9	1	1	-2	3
COc1cc(/C=N/Nc2ccc(C(F)(F)F)cn2)ccc1O
 : -4	17	0.8	0.9	-8	0.9	1	1	-3	2
CCCNS(=O)(=O)c1ccc(CCC(=O)Nc2ccc3c(c2)OCCO3)cc1
 : 1	14	0.9	0.9	-6	0.5	1	1	0	1
O=C(CSc1nc2ccccc2c(=O)[nH]1)N1CCN(S(=O)(=O)c2ccccc2)CC1
 : -2	-1	1	1	-12	1	1.1	1	-8	3
O=C1NC(Cc2c[nH]c3ccccc23)C(=O)N1Cc1cccc2ccccc12 (stereo unspecified)
 : 3	22	0.8	0.8	0	0.9	1	1	-4	0
Cc1cc(C2=CC(C)(c3cc(C)oc3C)Nc3nc(C(F)(F)F)nn32)c(C)o1 (stereo unspecified)
 : -5	1	1	1.1	-11	1.1	1	1	3	12
COc1ccccc1N1CCN(C(c2cccs2)C(C)NC(=O)c2cccs2)CC1 (stereo unspecified)
 : -2	33	0.7	0.8	-6	0.7	1	1	-5	11
CCCNC(=O)Nc1nc(CC(=O)OCC)cs1
 : -4	/	/	/	-7	/	1	1	-4	10
COc1ccc(-c2nc(C#N)c(NCc3ccc(C)cc3)o2)cc1OC
 : -3	18	0.8	0.9	-1	0.9	1.1	1	0	4
CC(=O)c1ccccc1NC(=O)CSc1nnc2ccccn12
 : 8	22	0.8	1	14	1	1.1	0.9	-1	-4
CCOC(=O)c1ccc(NS(=O)(=O)c2ccc3[nH]c(=O)[nH]c3c2)cc1
 : 0	16	0.8	0.6	41	0.9	1.1	1	-5	-2
COC(=O)c1cc(NC(=O)c2ccccc2F)cc(C(=O)OC)c1
 : -3	1	1	1	3	0.9	1	1	4	2

Part of the list above, showing only Diaphorase inh.
| molecule | Diaphorase inh |
| --- | --- |
| CCOCCCn1c(=N)c(C(N)=S)cc2c(=O)n3cccc(C)c3nc21 | 8 |
| CCCNS(=O)(=O)c1ccc(CCC(=O)Nc2ccc3c(c2)OCCO3)cc1 | 14 |
| CCOC(=O)c1ccc(NS(=O)(=O)c2ccc3[nH]c(=O)[nH]c3c2)cc1 | 16 |

New compounds follow
Values in the order – TNAP inh hi DEA	Diaphorase inh	Diaph act CS	PMI act	TNAP inh no acc	PMI act hi M6P	FLuc act counter	TNAP act hi DEA	HMGR II inh	G6PDH counter
CC(=O)N/C(=C/c1ccc2c(c1)OCO2)C(=O)NCc1ccccc1
 : -1	17	0.8	0.9	67*	1	1	1	0	15
CC(=O)CCc1c(C)nc2ccc(C)cc2c1Cl
 : -4	7	0.9	1.1	-8	0.9	1	1	-1	10
OC(COc1ccc(OCc2ccccc2)cc1)CN1CCCCC1 (stereo unspecified)
 : -1	6	0.9	0.9	-6	0.9	1	1	0	-15
O=C(NCCCN1CCOCC1)c1ccc(Sc2ccc(Br)cc2)c([N+](=O)[O-])c1
 : -2	23	0.8	0.8	-6	0.9	1	1	-3	-7
CCOC(=O)N1N=C(c2ccc(C)cc2)CC1(O)C(F)(F)F (stereo unspecified)
 : -7	-4	1	1	-13	0.9	0.5	1.1	0	36
COC(=O)c1ccc(CSc2ccc3nnc(-c4ccccn4)n3n2)o1
 : 3	11	0.9	1	-4	1	1	1	0	-16
Cc1cc(=O)[nH]c(N/N=C/c2ccc(Br)s2)n1
 : -4	13	0.9	0.9	-38	0.9	0.9	1	1	-22
CCn1c(=O)c(C(=O)NNS(=O)(=O)c2ccc(Cl)cc2)c(O)c2ccccc21
 : -1	15	0.8	1	-19	1.1	1	1	1	-10
O=C(CCCOc1ccc(Cl)cc1)Nc1ccc(N2CCOCC2)cc1
 : -1	-3	1	0.9	-5	0.8	1	1	0	19
CC1(C)CC2CC(C)(CN2S(=O)(=O)c2cccc(N)c2)C1 (stereo unspecified)
 : 3	14	0.9	0.9	-4	0.8	1	1	-4	2
CCC(C)NCCC(=O)Nc1ccc(Cl)c(S(=O)(=O)Nc2ccc(Cl)cc2)c1 (stereo unspecified)
 : 0	4	1	1	-6	1	1	1	-3	2
CCOc1ccccc1NC1=C(Cl)C(=O)N(c2ccccc2)C1=O
 : 2	14	0.9	1	-13	0.9	1	1	-1	2
COc1ccc(Cl)cc1-c1nc(SCC(=O)N(C)C)n[nH]1
 : 2	-1	1	1	21	1.1	1	1	-2	4
C/C(=N\NC(=O)Cc1ccc(Cl)cc1)c1ccccn1
 : 0	8	0.9	1	3	1	1	1	-3	15
Cc1nc(CN2CCCC2=NC#N)n(-c2ccccc2)n1
 : -2	7	0.9	1	4	0.9	1.1	1	-2	7
CCSc1nnc(-c2cnn(-c3ccccc3)c2-n2cccc2)n1C
 : -4	-10	1.1	1	-8	1.1	1	1	-2	0
C[n+]1cccc(C(=O)NCC2CCCO2)c1 (stereo unspecified)
 : 2	13	0.9	0.9	1	1	1	1	1	3
CCC(=O)N(Cc1cc2c(C)ccc(C)c2[nH]c1=O)C1CCCCC1
 : 0	17	0.8	1	-8	1	1.1	1	-2	-11
CCC1(C)Cc2c(sc3nnn(CC(=O)Nc4ccc(Cl)cc4)c(=O)c23)CO1 (stereo unspecified)
 : -5	16	0.8	0.9	-8	0.9	1.1	1	-1	0
COc1ccc(OC)c(NS(=O)(=O)c2ccc(NC(C)=O)cc2)c1
 : -3	4	1	1.1	-21	1.1	1	1	-1	5
O=S1(=O)CC2N=C(N(Cc3ccc(F)cc3Cl)c3ccccc3F)SC2C1 (stereo unspecified)
 : -2	20	0.8	1	3	1.1	1.1	1	-2	-9
O=C(COC(=O)Cc1ccc(F)cc1)NCc1ccco1
 : -5	11	0.9	1	-9	1	1	1	1	-1
O=C(CC1SC(=NCC2CCCO2)NC1=O)Nc1cc([N+](=O)[O-])ccc1Cl (stereo unspecified)
 : -1	1	1	1.1	-5	1.1	1	1	-7	2
O=C(O)CC(NC(=O)CCC1CCCCC1)c1cc([N+](=O)[O-])ccc1Cl (stereo unspecified)
 : -3	4	1	1.2	-14	1	1	1	-3	2
COc1cccc(C(=O)N2CCOCC2)c1
 : -6	7	0.9	1.1	-3	1.1	1.1	1.1	3	10
CNC(=O)c1ccsc1NC(=O)c1sc2ccccc2c1Cl
 : 0	6	0.9	1	-8	1	0.7	1	-5	13
CCOC(=O)CSc1nnc(-c2cccnc2)n1C
 : -4	2	1	1	-6	1	1.1	1	-2	5
Cc1ccc(Cl)cc1NC(=O)C(=O)N1CCCCC1
 : 0	8	0.9	1.1	-5	1	1	1	-5	0
O=C(CSc1nnc(-c2ccccn2)n1Cc1ccccc1)N1CCOCC1
 : -7	11	0.9	0.9	-8	1	1	1.1	-4	10
Cc1ccc(S(=O)(=O)NC(=O)NCc2ccc(F)cc2)cc1
 : -5	1	1	1	-8	1	1	1	-4	14

No enrichment for hits; 1.7% or so of the library scored in one or more.
